Screening results deposited in PubChem by National Center for Advancing Translational Sciences (NCATS).
GAA glycogen = qHTS Assay for Inhibitors and Activators of Human alpha-Glucosidase Cleavage of Glycogen; 0.38% of 300,000 active; Lysosomal alpha-glucosidase (Homo sapiens), P10253; Potency, µM (highest dose often 76.4 µM), without a hit: top-dose activity change, negative = inhibition, usual class: inhibitors; recombinant GAA, glycogen substrate, Amplex Red glucose oxidase fluorescence;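 also: 0% = full enzyme reaction and -100% = no-enzyme basal signal; the screen sought inhibitors and activators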
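Recombinant enzyme (4 nM final) with compounds titrated up to 77 uM and bovine liver glycogen (30 ug) in citrate pH 5.0, 0.01% Tween-20, 37 C 40 min. Released glucose detected by Amplex Red/glucose oxidase (Ex 573/Em 610); AC50 from Hill fits.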
HTT cytoprotect = qHTS Multiplex Assay to Identify Dual Action Probes in a Cell Model of Huntington: Cytoprotection (ATP) | PC12 HTT-Q103 induced, cytoprotection, ATP luminescence, 40 h | Potency, µM (top dose mostly 56.4 µM), without a hit: cytoprotection (ATP increase), most hits filed as activators | 0.14% of 230,000 active;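 also: % of control where 0% means no effect; nearly all actives have a fitted effect of over 45% in size; toxic huntingtin expression switched on by the ecdysone agonist tebufenozide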
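Huntington model: PC12 line, ecdysone-inducible HTTQ103 exon1–GFP, tebufenozide 100 nM. Test articles in a dose series. Endpoint luminescence from cellular ATP.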
Numbers without * were called inactive; ? = inconclusive; nt = no result given; & = joins results of further samples; [ ] = another dose, or the depositor's remark. Calls follow the shape of the dose curve; as a rule, active = well fitted curve in the direction sought with a large enough effect; inconclusive = small, poorly fitted or top-dose-only effect, or another doubt; inactive = no such curve, though single readings can be large; an effect the other way counts as inactive or inconclusive. Potency is read from the fitted curve at half-maximal effect. Some of the compounds tested; the hit share may differ from the screen's.

SMILES	GAA glycogen	HTT cytoprotect
CC(C)(C)NC[C@H](O)c1ccccc1Cl	nt	15%[1.9 µM]
NNc1c(C(N)=O)c2c(N)ncnc2n1[C@@H]1O[C@H](CO)[C@@H](O)[C@@H]1O	nt	-95%[inhibitor][10 µM]
CC(C)[C@H]1C(=O)N2CCC[C@@H]2[C@]2(O)O[C@@](NC(=O)[C@H]3C=C4c5cccc6[nH]cc(c56)C[C@H]4N(C)C3)(C(C)C)C(=O)N12	nt	-14%
CSC([N-]/N=C/c1cccc(C)n1)=[S]=[Cu].CS[C@H]([S-])[N-]/N=C/c1cccc(C)n1	nt	-100%[inhibitor][10 µM]
O=C1C[C@H]2OCCC=C3CN4CC[C@@]56c7ccccc7N1[C@@H]5[C@H]2[C@H]3C[C@@H]46	nt	?
C/C=C(\C)C(=O)O[C@@H]1C(C)=C2[C@H]([C@@H]1OC(=O)CCCCCCC)[C@@](C)(OC(C)=O)C[C@@H](OC(=O)CCC)[C@@]1(O)[C@H]2OC(=O)[C@]1(C)O	nt	-80%[1.9 µM]
NC(N)=Nc1ccc2[nH]c3c(c2c1)C[C@]1(O)[C@@H]2Cc4ccc(O)c5c4[C@]1(CCN2CC1CC1)[C@H]3O5	nt	7%[1.9 µM]
C[C@H]1CC[C@@H]2[C@@H](C)C(=O)O[C@H]3O[C@@]4(C)CC[C@@H]1[C@]32OO4	nt	-15%
CC[C@H](CO)NC(=O)[C@@H]1C=C2c3cccc4[nH]cc(c34)C[C@@H]2N(C)C1	nt	-1%[1.9 µM]
CN(C)[C@@H]1C(=O)C(C(N)=O)=C(O)[C@]2(O)C(=O)C3=C(O)c4c(O)cccc4[C@@](C)(O)[C@@H]3C[C@@H]12	nt	-15%
CNc1ccc2oc(C[C@@H]3O[C@@]4(CC[C@H]3C)O[C@@H]([C@@H](C)C(=O)c3ccc[nH]3)[C@@H](C)C[C@H]4C)nc2c1C(=O)O	nt	-65%[inhibitor][1.9 µM]
C=C(C)[C@@H]1CN[C@H](C(=O)O)[C@H]1CC(=O)O	nt	-20%[1.9 µM]
C[C@H](N[C@@H](C)CCc1ccccc1)[C@H](O)c1ccc(O)cc1	nt	17%[1.9 µM]
C[N+]1(C)[C@@H]2CC[C@H]1CC(OC(=O)c1c[nH]c3ccccc13)C2 (some centres undefined)	nt	-1%[1.9 µM]
COC1=C[C@H]2[C@@H]3Cc4ccc(OC)c(O)c4[C@@]2(CCN3C)CC1=O	nt	15%
CC[C@H]1CN2CC[C@@H]1C[C@@H]2[C@H](O)c1ccnc2ccccc12	nt	-9%
CN[C@H]1[C@H]2[C@H]3CCN2C[C@@H]1O3	nt	4%
N#CCCN	nt	-13%[1.9 µM]
O=c1ccc2cc(O[C@@H]3O[C@@H](CO)[C@@H](O)[C@@H](O)[C@H]3O)c(O)cc2o1	nt	-2%
N[C@H](CCl)C(=O)O	nt	-2%[1.9 µM]
CCN(CC)C(=O)N[C@@H]1C=C2c3cccc4[nH]cc(c34)C[C@@H]2N(C)C1	nt	26%&4%[1.9 µM]
C[N+]1(C)CCO[C@@](O)(c2ccc(-c3ccc([C@]4(O)C[N+](C)(C)CCO4)cc3)cc2)C1	nt	-5%[1.9 µM]
CN1C[C@@H](CNC(=O)OCc2ccccc2)C[C@H]2c3cccc4c3c(cn4C)C[C@@H]21	nt	-10%[1.9 µM]
c1cc2c(cc1[C@H]1OC[C@H]3[C@@H]1CO[C@H]3c1ccc3c(c1)OCO3)OCO2	nt	-49%[inhibitor]
CC1=C2[C@@H]3OC(=O)[C@H](C)[C@H]3CC[C@@]2(C)C=CC1=O	nt	-1%
C=CCN1C[C@@H](C)N([C@H](c2ccc(C(=O)N(CC)CC)cc2)c2cccc(OC)c2)C[C@H]1C	nt	5%[1.9 µM]
CC(=O)OCC1=C(C(=O)[O-])N2C(=O)[C@@H](NC(=O)CCC[C@@H](N)C(=O)[O-])[C@@H]2SC1.[Zn+2]	nt	-9%[1.9 µM]
COc1ccc2c3c1O[C@@H]1C(=O)CC[C@@]4(O)[C@@H](C2)N(CC2CC2)CC[C@]314	nt	13%[1.9 µM]
C[C@@H]1O[C@@H](O[C@H]2C[C@@H](O)[C@]3(CO)[C@@H]4[C@@H](O)C[C@]5(C)[C@H]([C@@H]6COC(=O)C6)CC[C@@]5(O)[C@H]4CC[C@@]3(O)C2)[C@H](O)[C@H](O)[C@@H]1O	nt	7%[1.9 µM]
CC1=CC(=O)C2=C(C)C[C@H](O)[C@@H]3[C@@H](OC(=O)[C@H]3C)[C@H]12	nt	-1%
C=CCN1CCc2cccc3c2[C@@H]1Cc1ccc(O)c(O)c1-3	nt	5%[1.9 µM]
CC(=O)[C@@H]1CC[C@H]2[C@H]3CC[C@H]4C[C@@H](O)CC[C@]4(C)[C@@H]3CC[C@]12C	nt	1%[1.9 µM]
Cc1ccc(-n2c(O)c(C=NCCN3CCNCC3)c(=O)[nH]c2=S)cc1	-3%	nt
Cc1cc(OC(C)C(=O)NCc2ccncc2)c2c3c(c(=O)oc2c1)CCC3 (centres undefined)	1%[76.3 µM]	nt
O=C(Cc1ccc(Cl)cc1)NCCN1CCN(C(=O)Cc2ccc(Cl)cc2)CC1	0%[76.3 µM]	nt
COc1ccccc1-n1c(/C=C/c2ccc(O)cc2)nc2ccccc2c1=O	-4%[76.3 µM]	nt

In the list so far, these have an NH in an aromatic ring.
SMILES	GAA glycogen	HTT cytoprotect
CC(C)[C@H]1C(=O)N2CCC[C@@H]2[C@]2(O)O[C@@](NC(=O)[C@H]3C=C4c5cccc6[nH]cc(c56)C[C@H]4N(C)C3)(C(C)C)C(=O)N12	nt	-14%
NC(N)=Nc1ccc2[nH]c3c(c2c1)C[C@]1(O)[C@@H]2Cc4ccc(O)c5c4[C@]1(CCN2CC1CC1)[C@H]3O5	nt	7%[1.9 µM]
CC[C@H](CO)NC(=O)[C@@H]1C=C2c3cccc4[nH]cc(c34)C[C@@H]2N(C)C1	nt	-1%[1.9 µM]
CNc1ccc2oc(C[C@@H]3O[C@@]4(CC[C@H]3C)O[C@@H]([C@@H](C)C(=O)c3ccc[nH]3)[C@@H](C)C[C@H]4C)nc2c1C(=O)O	nt	-65%[inhibitor][1.9 µM]
C[N+]1(C)[C@@H]2CC[C@H]1CC(OC(=O)c1c[nH]c3ccccc13)C2 (some centres undefined)	nt	-1%[1.9 µM]
CCN(CC)C(=O)N[C@@H]1C=C2c3cccc4[nH]cc(c34)C[C@@H]2N(C)C1	nt	26%&4%[1.9 µM]
Cc1ccc(-n2c(O)c(C=NCCN3CCNCC3)c(=O)[nH]c2=S)cc1	-3%	nt

Further entries.
SMILES	GAA glycogen	HTT cytoprotect
CC(C)c1ccc(NC(=O)N2C[C@H]3C[C@@H](C2)c2cccc(=O)n2C3)cc1	-1%[76.3 µM]	nt
COc1ccc(CNCCc2ccc3c(c2)OCO3)cc1Br	0%	nt
Cc1cc(OCC(=O)N2C[C@H]3C[C@@H](C2)c2cccc(=O)n2C3)c2c(C)cc(=O)oc2c1	?	nt
CC(=O)N1CC(=O)Nc2ccc(Br)cc2C1c1ccc(F)cc1 (centres undefined)	0%	nt
CN(C)C(=O)Oc1ccc2c(c1)O/C(=C\c1ccc(Cl)cc1)C2=O	1%	nt
O=C(CN1CCOCC1)c1ccc(Br)cc1	-1%	nt
N#Cc1cccc(NC(=O)CSc2nc3c(cc2C#N)N2CCC3CC2)c1	-7%[76.3 µM]	nt
COc1ccc(OC)c(NP(=O)(Oc2ccccc2)Oc2ccccc2)c1	0%	nt
CCc1ccc(N2C(=O)CC(=O)NC2=O)cc1	-5%[76.3 µM]	nt
COc1ccc2c(C)c(CCC(=O)N3C[C@H]4C[C@@H](C3)c3cccc(=O)n3C4)c(=O)oc2c1	13%[76.3 µM]	nt
COc1ccc(-c2cc(C(=O)N3CCC4(CC3)OCCO4)c3ccccc3n2)cc1	0%[76.3 µM]	nt
COc1ccc(N=Cc2c(O)n(C)c(=O)n(C)c2=O)cc1	-1%	nt
COc1ccc(N=Cc2c(O)n(C)c(=O)[nH]c2=O)cc1	-3%[76.3 µM]	nt
CC(=O)O[C@H]1C(=O)[C@@]2(C)C([C@H](OC(=O)c3ccccc3)[C@]3(O)C[C@H](OC(=O)[C@H](O)[C@@H](NC(=O)Cc4ccccc4)c4ccccc4)C(C)=C1C3(C)C)[C@]1(OC(C)=O)CO[C@@H]1C[C@@H]2O (some centres undefined)	-3%[76.3 µM]	nt
CN(C)C1(CNC(=O)Cc2ccccc2F)CCCCC1	-3%	nt
N#Cc1ccc(Cn2cc(C=O)c3ccccc32)cc1	11%[76.3 µM]	nt
Cc1c(C(=O)Nc2ccccc2)c2cc(O)ccc2n1Cc1ccccc1	10%[76.3 µM]	nt
COc1ccc(-n2c(O)c(/C=C3\C=Nc4ccc(Br)cc43)c(=O)[nH]c2=O)c(OC)c1	-2%	nt
CCCc1cc(=O)oc2cc(OCC(=O)N3CCN(Cc4ccc5c(c4)OCO5)CC3)ccc12	4%[76.3 µM]	nt
O=C(CCC(=O)N1CC2C[C@@H](C1)Cn1c2cccc1=O)NCCc1ccccc1F	11%[76.3 µM]	nt
CSc1ncc(C(=O)Nc2ccc(Cl)cc2C(=O)c2ccccc2)c(C)n1	0%[76.3 µM]	nt
O=[N+]([O-])c1cnc2ccc3ccccc3c2c1	-16%	nt
CC(=O)O[C@H]1CC[C@@]2(C)[C@H](C1)C(=O)C[C@H]1[C@@H]3CC[C@@H]4[C@@H](CN5C[C@@H](C)CC[C@H]5[C@@]4(C)O)[C@@H]3C[C@@H]12	3%	nt
O=c1c2ccccc2nc(/C=C\c2cccc(Br)c2)n1-c1ccc(O)cc1	2%[76.3 µM]	nt
COc1ccc(Br)cc1C1SCC(=O)Nc2c1c(C)nn2-c1ccccc1C (centres undefined)	10%[76.3 µM]	nt
O=C(O)C1Cc2ccccc2N2CCCC12 (centres undefined)	10%	nt
O=C(NCc1cccnc1)Nc1ccc([N+](=O)[O-])cc1	-4%[76.3 µM]	nt
O=c1c2ccccc2nc(/C=C/c2ccc(F)cc2)n1-c1ccccc1O	-20%	nt
CCc1ccc(-n2nc(C)c3c2NC(=O)CSC3c2ccccc2C)cc1 (centres undefined)	-10%[76.3 µM]	nt
Cc1cc(O)c2c3c(c(=O)oc2c1)CCC(C)C3 (centres undefined)	2%[76.3 µM]	nt
COc1ccc(N2C(=O)/C(=C/c3ccc(OC)c(OC)c3)C(=O)NC2=S)cc1	-23%[76.3 µM]	nt
N#Cc1cc2c(nc1SCC(=O)Nc1ccc(Cl)c(C(F)(F)F)c1)C1CCN2CC1	7%[76.3 µM]	nt
c1cc2c(cc1CN1CCNCC1)OCO2	1%	nt
CC(=O)c1ccc(NC(=O)c2sc3nc4c(cc3c2N)N2CCC4CC2)cc1	11%[76.3 µM]	nt
Cc1cc(=O)oc2cc3c(cc12)CCCN3	-9%	nt
COC(=O)COc1ccc(/C=C2\C(=O)NC(=S)N(c3ccc(C)cc3)C2=O)cc1OC	-4%	nt

Part of the list above, with two lines to a compound:
Screens in order – GAA glycogen, HTT cytoprotect
CC[C@H](CO)NC(=O)[C@@H]1C=C2c3cccc4[nH]cc(c34)C[C@@H]2N(C)C1
 : nt, -1%[1.9 µM]
CN(C)[C@@H]1C(=O)C(C(N)=O)=C(O)[C@]2(O)C(=O)C3=C(O)c4c(O)cccc4[C@@](C)(O)[C@@H]3C[C@@H]12
 : nt, -15%

Remaining list, next part
SMILES	GAA glycogen	HTT cytoprotect
CC(Cc1ccccc1)N1Cc2ccccc2C1 (centres undefined)	4%	nt
CC(C)C12CN3CC(C(C)C)(CN(C1)C3c1ccccn1)C2=O (centres undefined)	8%[76.3 µM]	nt
CC/C(=N\NC(=O)c1ccccc1O)c1c(O)n(C2CCCCC2)c(=O)[nH]c1=O	-1%[76.3 µM]	nt
O=Cc1c(C(=O)O)n(Cc2ccccc2F)c2ccccc12	1%	nt
COc1ccc(N2CCN(CCc3ccncc3)CC2)cc1	-15%	nt
Cn1c(O)c(/C=C2\C=Nc3ccc(Br)cc32)c(=O)n(C)c1=O	-11%	nt
CN1CCN(Cc2c(F)cccc2Cl)CC1	-5%[76.3 µM]	nt
Cc1ccc2c(c1)C(Cc1nc3ccccc3c(=O)n1-c1ccc(Br)cc1)C(=O)N2 (centres undefined)	-13%[76.3 µM]	nt
O=C(c1ccc(F)c([N+](=O)[O-])c1)N1CC2CC(C1)c1cccc(=O)n1C2 (centres undefined)	2%	nt
N#Cc1cc2c(nc1SCC(=O)Nc1cccc(F)c1)C1CCN2CC1	15%[76.3 µM]	nt
CCOC(=O)C1CCN(Cc2ccc(Cl)nc2)CC1	5%	nt
O=c1cccc2n1C[C@@H]1C[C@@H]2CN(CC(O)c2ccc([N+](=O)[O-])cc2)C1 (some centres undefined)	4%	nt
CCCCN=C[C@]12CCC(O)CC1(O)CCC1[C@@H]2CC[C@]2(C)[C@H](C3C=CC(=O)O3)CCC12O (some centres undefined)	2%	nt
Clc1ccc(N2CC2c2ccncc2)cc1 (centres undefined)	3%	nt
COc1ccccc1N1CCN(Cc2cccc(Br)c2)CC1	-2%[76.3 µM]	nt
Oc1cc2c(cc1CN1CCN(c3ccc(F)cc3)CC1)OCO2	-1%	nt
